High-throughput results as filed in PubChem BioAssay.
GC-B act = GC-B (human) receptor activation | HEK293-GC-B cells, CNP EC30, cGMP TR-FRET; 0% at EC30 CNP, 100% saturating CNP | AID 1920062 | P20594 | activation, % at 10 µM | 370,000 tested, 0.11% active;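 active = activation at 10 µM reaching about 35% in either raw or pattern-adjusted values, limit read from the data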
Target sequence (P20594 whole entry, looked up): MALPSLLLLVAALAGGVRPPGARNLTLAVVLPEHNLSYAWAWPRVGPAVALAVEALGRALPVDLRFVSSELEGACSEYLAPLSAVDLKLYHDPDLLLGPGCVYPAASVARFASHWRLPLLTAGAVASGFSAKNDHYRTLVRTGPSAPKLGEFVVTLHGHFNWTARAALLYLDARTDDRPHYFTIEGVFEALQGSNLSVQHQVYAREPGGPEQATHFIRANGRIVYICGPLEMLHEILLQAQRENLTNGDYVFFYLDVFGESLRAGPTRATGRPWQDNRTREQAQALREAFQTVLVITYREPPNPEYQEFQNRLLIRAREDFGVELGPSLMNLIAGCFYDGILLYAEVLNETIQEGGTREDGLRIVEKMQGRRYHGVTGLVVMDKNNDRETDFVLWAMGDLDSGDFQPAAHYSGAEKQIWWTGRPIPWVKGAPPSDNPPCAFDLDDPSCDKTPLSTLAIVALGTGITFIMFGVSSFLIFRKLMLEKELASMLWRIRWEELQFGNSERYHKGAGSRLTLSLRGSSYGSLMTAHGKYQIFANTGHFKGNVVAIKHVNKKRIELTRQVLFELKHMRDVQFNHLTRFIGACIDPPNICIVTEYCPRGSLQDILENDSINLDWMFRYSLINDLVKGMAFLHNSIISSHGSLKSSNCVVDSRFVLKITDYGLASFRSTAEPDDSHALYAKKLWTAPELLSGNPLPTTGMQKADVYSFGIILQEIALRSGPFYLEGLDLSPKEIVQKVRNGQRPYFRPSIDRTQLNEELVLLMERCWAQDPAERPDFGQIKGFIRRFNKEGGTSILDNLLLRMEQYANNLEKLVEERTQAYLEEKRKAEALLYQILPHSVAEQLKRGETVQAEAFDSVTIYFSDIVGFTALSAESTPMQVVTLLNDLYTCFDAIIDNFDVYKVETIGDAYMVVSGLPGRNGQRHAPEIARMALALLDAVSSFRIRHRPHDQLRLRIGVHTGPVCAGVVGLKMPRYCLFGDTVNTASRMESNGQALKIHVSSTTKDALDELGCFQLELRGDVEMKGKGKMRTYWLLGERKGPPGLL
DAX1 inh-1 = NR0B1 (DAX1) inhibition; 340,000 tested, 0.99% active; P51843; inhibition, % at 6.75 µM; HEK293 Gal4-DAX1 luciferase reporter, luminescence; AID 504766;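 active = inhibition above the mean over all tested compounds plus 3 SD, cut at about 4.2% in these data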;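 also: 0% = DAX1-transfected cells with DMSO and 100% = empty-vector control cells with DMSO; inhibition shows as a rise in luminescence from relieved DAX1 repression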
sPLA2-III inh = Inhibits HGIII-sPLA2 liposome hydrolysis, primary screen; Q9NZ20; 370,000 tested, 0.56% active; QFRET BODIPY PC-A2 liposome hydrolysis, fluorescence; inhibition, % at 12.2 µM;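 active = inhibition above mean plus 3 SD of compounds lying within the high and low control bounds, cut at about 19% in these data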;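 also: 0% = median of test compound wells and 100% = no enzyme DMSO wells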
ADAM10 inh = inhibits human ADAM10 | O14672 | recombinant ADAM10, EDANS/DABCYL FRET peptide cleavage, 3 h | inhibition, % at 7 µM | 370,000 tested, 0.62% active | AID 720582;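 active = inhibition above a per-campaign cutoff equal to the mean of compounds falling between control-based bounds plus 3 SD, cut at about 20% in these data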;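 also: 0% = DMSO wells while the 100% control is not disclosed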
SMARCA2 act = activators of SMARCA2 function | MG213 cells, MMTV-luciferase reporter, dexamethasone, overnight | activation, % at 9.1 µM | AID 652017 | 370,000 tested, 1% active; in the data active = activation above about 7.8%;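 also: 0% = vehicle wells and 100% = reference activator wells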
FXN GAA850 act = frataxin GAA850 promoter activation; HEK293 lucGAA850 FXN promoter luciferase reporter, 24 h; percent of 10 µM SAHA response; activation, % at 6 µM; 360,000 tested, 0.56% active;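 active = activation above the average of all compounds screened plus 3 SD, cutoff fixed separately per campaign, cut at about 7.5% in these data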;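 also: 0% = DMSO wells and 100% = 10 µM SAHA wells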
hcDAF12 agonist = H. contortus DAF-12 activation, primary screen. HEK293 hcDAF-12 lit1-tk-luc reporter, luminescence; 0% DMSO, 100% Δ7-dafachronic acid. activation, % at 6.8 µM. 370,000 tested, 1.4% active;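 active = activation above the mean of all tested compounds plus 3 SD, cut at about 5.5% in these data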;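 also: 100% = response to 3 µM Δ7-dafachronic acid high control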
hgDAF-12 ag = agonists of H. glycines DAF-12 nuclear receptor; HEK293 GAL4-hgDAF12 UAS-luciferase reporter, agonist luminescence; normalized to butyrate control; activation, % at 6.8 µM; 370,000 tested, 1.8% active;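 active = activation above a cutoff set at the mean of all screened compounds plus 3 SD, cut at about 10% in these data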;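 also: 0% = DMSO wells and 100% = sodium butyrate wells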
DAX1 inh-2 = inhibitors of DAX1 repression of SF-1 activated StAR promoter. HEK293T StAR-luciferase reporter, SF-1/DAX-1 repression relief. inhibition, % at 6.8 µM. 370,000 tested, 1.1% active. AID 652010;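 active = inhibition above the mean over all tested compounds plus 3 SD, cut at about 3.6% in these data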;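 also: 0% = DAX-1 cells with DMSO and 100% = cells lacking DAX-1 with DMSO; higher inhibition means more luminescence from relief of DAX-1 repression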
GC-A act = GC-A (human) enzyme activation; 370,000 tested, 0.14% active; HEK293 GC-A cells, cGMP TR-FRET, EC30 ANP; 0% at EC30 ANP, 100% saturating ANP; activation, % at 10 µM; P16066; in the data active = activation above about 40%
ssDAF-12 act = activators of S. stercoralis DAF-12 nuclear receptor | activation, % at 6.8 µM | HEK293 ssDAF-12/GRIP1 lit1-tk-luc reporter, luminescence; % of 3 µM dafachronic acid response | 370,000 tested, 1% active;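 active = activation above the mean over all tested compounds plus 3 SD, cut at about 0.9% in these data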;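 also: 0% = DMSO-only wells and 100% = 3 µM delta7-dafachronic acid wells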
* = called active by the depositor; . = not tested or not shown.

SMILES	GC-B act	DAX1 inh-1	sPLA2-III inh	ADAM10 inh	SMARCA2 act	FXN GAA850 act	hcDAF12 agonist	hgDAF-12 ag	DAX1 inh-2	GC-A act	ssDAF-12 act
CCN(CC)c1ccc(S(=O)(=O)N2CCOCC2)cc1NC(=O)COC(=O)/C=C/c1ccco1	3.2	0.5	-7.3	-1.0	0.3	0.9	-0.9	0.2	3.4	-10.1	-1.8
COC(=O)c1c(C)[nH]c(C(=O)OCC(=O)N(CC(C)C)c2c(N)n(Cc3ccccc3)c(=O)[nH]c2=O)c1C	1.8	0.3	2.1	-29.0	-0.6	0.7	-1.9	-0.1	-1.3	2.5	-0.9
Cc1ccc(S(=O)(=O)N2CCCC(C(=O)NCc3ccccc3F)C2)cc1 (stereo unspecified)	-2.9	0.0	3.7	-2.1	-2.5	-0.8	-0.4	-1.3	-0.3	-10.2	-0.8
Cn1c(=O)oc2cc(S(=O)(=O)N3CCC4(CC3)OCCO4)ccc21	-0.5	0.5	-0.6	-1.5	0.2	0.1	1.8	2.4	0.2	2.2	-0.8
Cc1ccc(S(=O)(=O)N(C)C)cc1NC(=O)Nc1ccccc1	-2.4	-0.5	-14.8	1.0	0.0	-2.4	-1.0	2.7	-0.4	-2.0	-1.0
CC(=O)N1c2ccc(C)cc2C(c2ccccc2)CC1C (stereo unspecified)	-1.8	1.4	9.1	2.7	-3.3	1.3	-0.6	-2.4	-0.1	-3.8	-0.4
CSCCC(NC(=O)c1ccco1)C(=O)Nc1cc(C)ccn1 (stereo unspecified)	15.4	1.1	10.9	-5.4	1.8	3.4	5.5	11.9*	11.0*	10.9	-0.2
Cc1ccc(NC(=O)CCC(=O)NNS(=O)(=O)c2ccc(Cl)cc2)cc1C	2.4	-0.1	-12.0	1.9	-1.8	0.1	-1.2	-1.4	-1.1	2.6	-1.4
Cn1c(=O)[nH]c(=O)c2c1nc(SCCC(=O)O)n2Cc1cccc(Br)c1	-1.2	0.0	1.4	-26.3	-0.5	3.5	-0.8	0.9	-0.1	-6.5	-1.2
O=C(CN1C(=O)NC2(CCCC2)C1=O)Nc1ccc(F)c(F)c1F	1.5	0.2	2.8	0.6	-0.6	-1.1	0.6	-0.3	0.4	1.2	-1.0
O=C(NCC1CCCO1)c1ccc(-c2cccc(C(F)(F)F)c2)o1 (stereo unspecified)	-1.4	0.1	2.9	-16.9	-1.5	2.2	-2.6	-1.7	1.3	1.0	-1.1
Cn1c(SCc2cc(=O)[nH]c3ccccc23)nnc1-c1ccc(Br)cc1	-19.6	-1.7	-0.5	-4.9	4.7	-1.6	-0.2	0.5	0.5	-34.1	-1.4
Cc1ccc2nc(COC(=O)c3ccc(Cl)nc3)cc(=O)n2c1	-0.5	3.1	3.5	-95.5	-3.2	-1.0	-0.4	-1.1	-0.6	-0.3	-0.8
CCOc1ccc(NS(=O)(=O)c2cc(C)c(C)cc2C)cc1	1.3	-1.2	-18.2	6.6	-1.7	-0.4	0.7	-1.9	-1.0	-3.2	-1.0
CN(C)C1(CNC(=O)c2cccc(S(=O)(=O)Nc3ccc(Br)cc3)c2)CCCCC1	-11.7	0.5	-7.3	4.9	-2.7	1.1	-1.2	3.0	0.9	-22.1	-1.1
Nc1cc(-c2nc3ncccc3o2)ccc1Cl	1.9	2.3	1.3	-341.4	3.3	4.8	12.0*	14.3*	2.5	5.8	1.4*
O=[N+]([O-])c1ccc(Cl)c(CN2CCN(c3ncccn3)CC2)c1	-6.2	1.5	-1.2	-0.5	1.0	4.8	0.0	-1.6	0.1	-5.1	-1.2
CS(=O)(=O)N1CCCC(C(=O)Nc2ccccc2Cl)C1 (stereo unspecified)	-0.7	-0.9	4.9	-8.4	-2.4	0.3	-1.2	0.8	0.2	0.9	-0.3
Cc1nc2ccccc2n1S(=O)(=O)c1cc(C(=O)O)ccc1Cl	2.4	-0.2	-1.2	7.2	2.1	4.0	-0.2	0.2	-0.4	1.6	-0.6
CCCCc1nc(SCC(=O)N2CCCCC2)c2c(=O)n(C)c(=O)n(C)c2n1	-1.5	-1.2	6.3	-10.2	-0.7	-2.3	-2.2	-2.5	-2.1	11.3	-1.0
CCCCc1c(-c2ccccc2OC)ncn1Cc1cccc(OC)c1	-11.9	.	-6.7	-5.9	-6.4	.	-2.0	-2.7	-1.4	-16.2	-1.3
CCOc1ccccc1N(CC(=O)Nc1ccccc1C(=O)N1CCCC1)S(C)(=O)=O	1.1	0.5	1.0	2.0	-2.9	-0.4	-1.0	-0.1	0.3	-1.5	-0.7
CN1CCN(C(=O)c2cnc(Cc3c[nH]c4ccccc34)c(I)c2)CC1	-12.0	.	-36.1	-9.8	-3.9	-0.5	0.9	-4.7	-0.7	3.1	-1.2
COc1ccccc1/C=C1\N=C(C(C)(C)C)OC1=O	0.0	-0.1	1.7	6.9	3.3	2.5	-1.8	-1.7	0.4	3.8	-0.6
CCOC(=O)C1CCN(C(=O)CCc2c(C)nc3c(-c4ccc(F)cc4)c(C)nn3c2C)CC1	-1.6	1.0	-5.7	8.4	-3.9	-0.1	2.3	0.1	0.0	-1.4	-0.8
Cc1cccc(CSCCNC(=O)c2ccc(N(C)S(=O)(=O)c3ccccc3)cc2)c1	2.0	2.0	-29.6	19.4	-1.4	-1.1	-1.5	-3.4	0.2	-0.9	-1.5
Cc1ccc(-c2c[n+](CC(=O)Nc3ccccc3C)c3n2CCC3)cc1	4.5	4.3*	14.2	-6.8	-3.4	0.5	0.8	-0.8	-0.1	-7.9	-1.6
Cc1ccc([N+](=O)[O-])cc1NC(=S)NC(=O)C(C)(C)C	-2.1	0.8	10.6	5.5	0.4	-3.3	-2.4	-1.3	-0.8	-1.3	0.7
CN1CCc2cc(O)c(O)cc2C(c2ccccc2)C1 (stereo unspecified)	1.0	0.1	-16.3	-3.5	-2.8	4.1	-0.5	-1.1	0.9	-1.8	-1.2
CCN(CC)C(=O)CSc1nc(O)cc(=O)n1C	-1.7	0.7	2.6	3.0	3.0	-0.2	-2.1	-0.1	-1.3	-1.8	-0.7
CCN(C(=O)COC(=O)c1ccccc1Cc1ccccc1)c1c(N)n(Cc2ccccc2)c(=O)[nH]c1=O	-3.4	0.2	2.6	-2.2	0.0	-5.8	-0.8	-0.4	-0.7	-10.3	-1.2
CC(=O)c1ccc(N2CCN(S(=O)(=O)c3c(C(=O)N4CCCC4)c(C)n(C)c3C)CC2)cc1	2.0	0.6	1.9	-3.0	-1.9	0.2	3.0	-0.6	-0.4	-3.0	-1.1
CCOC(=O)N1CCC(NC(=O)c2ccc(CS(=O)(=O)c3c(Cl)cccc3Cl)o2)CC1	2.7	0.4	0.1	0.0	1.7	0.3	-2.7	-1.7	0.6	1.4	-1.8
COc1ccc(CCNc2ccc(S(=O)(=O)N3CCN(C)CC3)cc2[N+](=O)[O-])cc1	-4.2	1.0	-7.1	-1.6	-2.0	-0.4	0.3	-0.8	-2.9	-3.1	-1.1
Cc1cc(=O)oc2c(C)c(OC(=O)c3ccco3)ccc12	-2.4	0.1	2.8	-108.8	1.1	2.0	2.0	3.7	-0.1	1.3	-0.4
O=c1oc(=S)oc2c1[C@H](c1ccc(Cl)cc1)O[C@H](C1CCCC1)C2	-10.8	.	-1.7	4.4	0.8	.	0.0	-1.4	0.4	-10.3	-1.0

Structures from the list above that have a tert-butyl group:
SMILES	GC-B act	DAX1 inh-1	sPLA2-III inh	ADAM10 inh	SMARCA2 act	FXN GAA850 act	hcDAF12 agonist	hgDAF-12 ag	DAX1 inh-2	GC-A act	ssDAF-12 act
COc1ccccc1/C=C1\N=C(C(C)(C)C)OC1=O	0.0	-0.1	1.7	6.9	3.3	2.5	-1.8	-1.7	0.4	3.8	-0.6
Cc1ccc([N+](=O)[O-])cc1NC(=S)NC(=O)C(C)(C)C	-2.1	0.8	10.6	5.5	0.4	-3.3	-2.4	-1.3	-0.8	-1.3	0.7

Further compounds follow.
SMILES	GC-B act	DAX1 inh-1	sPLA2-III inh	ADAM10 inh	SMARCA2 act	FXN GAA850 act	hcDAF12 agonist	hgDAF-12 ag	DAX1 inh-2	GC-A act	ssDAF-12 act
Cc1cc(C)nc(SCCn2c(N3CCCCC3)nc3c2c(=O)n(C)c(=O)n3C)n1	-1.2	2.8	3.4	-1.9	-3.4	0.1	-0.7	-2.8	-0.1	2.1	-0.7
Cc1cccc(N2CCN(Cc3nc(C4CC4)no3)CC2)n1	0.7	2.8	7.2	-14.1	-3.7	1.3	0.4	-0.3	0.4	-0.3	-1.2
COc1ccc(S(=O)(=O)NCCSCc2cccc(C)c2)cc1Br	-1.3	-0.7	-33.1	15.4	-2.6	0.5	-1.4	-1.3	0.2	-3.4	-0.5
CCn1c(SCC(=O)NC2CC2)nc2ccccc21	-8.6	0.3	-2.6	-0.6	3.5	0.2	0.5	-1.4	0.4	3.5	-1.6
COc1cc(OC)c(C(=O)COc2ncnc3ccccc23)c(OC)c1	-4.7	-0.2	0.9	-2.1	0.2	2.1	0.6	1.2	-0.6	-7.4	-1.1
Cc1cc(Cl)ccc1NC(=O)c1ccc2c(c1)OCO2	3.6	2.8	5.5	6.6	0.4	3.6	0.5	10.3	1.1	7.6	-0.7
Cc1ccc(C(=O)Cn2nc(C)c([N+](=O)[O-])c2C)c(C)c1	-0.1	-1.6	-16.4	3.5	-0.3	-0.3	-1.5	2.5	1.2	2.4	-1.6
O=C(Nc1ccc(Cl)cc1)OCc1cc(-c2ccccc2Cl)on1	-4.6	0.6	11.4	-5.2	-1.3	-1.7	-0.7	-1.3	0.2	0.7	-1.0
Cc1c(C(=O)N(C)CC(=O)Nc2cccc(F)c2)oc2c(Cl)cccc12	-0.9	-0.7	-4.3	-4.5	-1.7	1.9	3.0	1.6	0.6	-0.3	0.8
CCc1ccc2oc(=O)cc(CN(C)Cc3ccccc3)c2c1	1.6	-1.3	8.3	-3.6	-4.3	1.4	-1.7	-0.1	-0.3	-0.1	-0.9
O=C(NCCc1cn2ccccc2n1)C1CCCCC1	5.6	1.0	8.0	-29.2	1.4	-0.9	0.6	1.5	1.2	-1.6	-0.4
C[C@H]1C=CC(=O)O[C@H]1c1ccccc1	-2.4	-0.8	2.3	8.6	3.4	-8.0	-0.4	0.5	-0.8	-2.1	-1.2
Cc1ccc(NC(=O)/C(=C/c2cccc([N+](=O)[O-])c2)NC(=O)C2CCCCC2)c(C)c1	3.9	-0.9	-4.7	-0.2	-1.9	-0.8	0.3	0.5	-0.1	-2.0	-1.8
COc1ccc(NC(=O)c2cccc(-c3ccc(O)cc3)c2)cn1	-3.4	-0.8	-44.5	0.9	-1.8	-1.1	-4.6	-3.3	-0.1	4.3	-1.6
CC1CC(=O)NC(=O)N1Cc1ccccc1 (stereo unspecified)	0.7	0.8	-2.9	2.6	-1.1	0.7	-1.5	3.6	-0.4	-0.6	-1.4
O=C(Nc1cccc(NC(=O)C2CCCO2)c1)C1CCCO1 (stereo unspecified)	-1.0	0.3	0.8	-9.3	-1.6	2.0	-0.2	4.4	-0.8	3.1	-1.3
O=C(O)CCCC(=O)OCCc1cc2ccccc2c(=O)o1	0.9	1.9	7.7	-11.7	2.1	1.9	0.2	-0.2	0.2	2.5	-0.7
CCOc1ccc(NC(=O)CN(C)c2ccc(S(=O)(=O)N(C(C)C)C(C)C)cn2)cc1OCC	0.9	0.2	-2.3	1.5	-0.9	2.0	0.9	-1.2	0.3	-3.5	-1.3
